Screening results: PubChem BioAssay, Broad Institute
RAD52 anneal inh: blocks human RAD52 DNA annealing | P43351 | recombinant RAD52 DNA annealing, FRET fluorescence | inhibition, % at 18.7 µM | 360,000 tested, 0.46% active | AID 651710;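 active = every replicate showing at least 50% inhibition; inconclusive = mean inhibition at least 50% but not in every replicate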
Target sequence (P43351 whole entry, looked up): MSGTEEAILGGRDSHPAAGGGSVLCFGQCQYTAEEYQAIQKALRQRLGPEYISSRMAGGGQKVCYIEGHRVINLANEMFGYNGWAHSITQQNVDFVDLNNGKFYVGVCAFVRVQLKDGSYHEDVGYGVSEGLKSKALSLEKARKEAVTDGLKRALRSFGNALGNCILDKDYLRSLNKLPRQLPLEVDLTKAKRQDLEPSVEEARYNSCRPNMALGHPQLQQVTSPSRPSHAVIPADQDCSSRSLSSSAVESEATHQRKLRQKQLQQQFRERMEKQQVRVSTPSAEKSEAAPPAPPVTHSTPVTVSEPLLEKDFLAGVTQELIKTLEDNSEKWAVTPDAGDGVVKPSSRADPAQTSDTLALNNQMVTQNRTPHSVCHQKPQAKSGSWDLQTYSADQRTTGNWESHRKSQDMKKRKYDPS
miR122 inh: inhibitors of miR-122 in Huh7 cells. Huh7 miR-122 Renilla luciferase sensor, 48 h; neutral wells = 0, positive control = 100. activation (reporter increase), % at 12.5 µM. 340,000 tested, 0.3% active. AID 602342;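 active = mean replicate activation score at least 90 and every replicate individually at or above 90; inconclusive = only one of the two criteria met; inactive = neither criterion met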;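 note: higher luciferase means less miR-122 activity so hits act as miR-122 inhibitors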
Cneo AK release: causes C. neoformans cell lysis | adenylate kinase release luminescence, 4 h; normalised: neutral wells 0, clomiphene wells 100 | 360,000 tested, 0.2% active | lysis activity, % at 15 µM | AID 651654;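 active = mean lysis activity across replicates of at least 80%, whatever share of replicates individually reach that level; inactive = mean lysis activity below 80%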
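Assay system: log-phase C. neoformans yeast / Quantity: yeast cell density of 5 × 10^6 cells/mL / Medium: fresh YPD growth medium / Compound: single dose / Timing: static 4 h at 37 °C with compound, 1 h detection / Measured by: adenylate kinase release luminescence / Read-out: lysis from increased AK signal / Benchmarks: Clomiphene as positive lysis control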
E-sel inducer: E-selectin induction on HUVECs. 260,000 tested, 0.37% active. HUVEC E-selectin immunofluorescence imaging; normalized: neutral wells 0, TNF-alpha wells 100. activation, % at 7.58 µM. P16581;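 active = mean E-selectin-positive cell signal at least 10% of the positive control, reached in at least 60% of replicates, without over 20% cell loss; inconclusive = no rule given, readout overlaps actives, possibly toxicity-flagged; inactive = the rest, including those meeting only one limit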;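 note: in these data hits start at about 27%; measured in HUVEC primary endothelial cells; signal is the percent of cells scored E-selectin positive by PE staining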
Target sequence (P16581 whole entry, looked up): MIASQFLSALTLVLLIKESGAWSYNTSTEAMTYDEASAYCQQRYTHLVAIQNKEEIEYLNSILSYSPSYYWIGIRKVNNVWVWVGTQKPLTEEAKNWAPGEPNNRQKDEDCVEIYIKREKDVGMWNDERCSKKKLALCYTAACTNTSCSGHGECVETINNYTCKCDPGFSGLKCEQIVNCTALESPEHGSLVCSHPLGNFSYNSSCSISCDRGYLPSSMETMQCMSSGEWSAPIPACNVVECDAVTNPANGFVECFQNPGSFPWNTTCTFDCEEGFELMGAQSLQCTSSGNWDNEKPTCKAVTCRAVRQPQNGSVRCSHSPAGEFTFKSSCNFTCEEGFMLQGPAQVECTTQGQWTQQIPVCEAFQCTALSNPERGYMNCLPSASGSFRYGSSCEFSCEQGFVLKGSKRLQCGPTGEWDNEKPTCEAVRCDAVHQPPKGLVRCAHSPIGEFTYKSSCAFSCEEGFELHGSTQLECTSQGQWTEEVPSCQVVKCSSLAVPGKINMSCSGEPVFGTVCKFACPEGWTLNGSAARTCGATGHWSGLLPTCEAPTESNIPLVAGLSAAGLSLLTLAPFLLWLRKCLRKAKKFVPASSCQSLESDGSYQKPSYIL
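System: HUVEC, human umbilical vein endothelial cells; quantity: 3,000 cells/well; buffer or medium: EGM-2 medium, gelatin-coated wells; dosing: single-point compound dose; detection: immunofluorescence imaging; evaluation: % PE-positive cells; benchmarks: TNF-alpha, DMSO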
PGC1a acetyl inh: lowers PGC1a acetylation signal in U2OS cells | AlphaScreen anti-acetyl-lysine; with virally co-expressed GCN5 acetyltransferase | inhibition, % at 15.6 µM | 350,000 tested, 0.17% active | AID 651687;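 active = every replicate shows inhibition of at least 40%; inconclusive = mean inhibition at least 40% but some replicate below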;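 note: 0% = neutral control wells and 100% = positive control wells; some results beyond the cut were filed as inactive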
PglD DTNB: inhibitors of Campylobacter jejuni PglD acetyltransferase. purified PglD enzyme, DTNB colorimetric CoA detection. inhibition, % at 12.5 µM. 360,000 tested, 0.098% active. AID 602405; in the data active = inhibition above about 16%, passing the limit was not always enough; inconclusive = no clear call, values can overlap the other calls; note: strong numbers were not always called active
ERAP1 inh: inhibitors of human ERAP1 aminopeptidase; recombinant ERAP1, Leu-AMC fluorescence, 60 min; inhibition, % at 10.7 µM; 340,000 tested, 0.15% active;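 active = mean replicate inhibition of at least 30%, or all replicates individually reaching that 30% level; inactive = mean below 30% and not every replicate reaching it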;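 note: 0% = neutral control wells and 100% = L-leucinethiol positive control wells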
RAD54 inh: inhibitors of human RAD54 branch migration. RAD54 Holliday junction branch migration, FAM/BHQ fluorescence. Q92698. inhibition, % at 10.4 µM. 360,000 tested, 0.14% active;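 active = mean normalized replicate activity at least 40 and at least half of replicates scoring 40 or more; inconclusive = only one of the two criteria met; inactive = mean below 40 and under half of replicates reaching 40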;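 note: 0% = median of neutral control wells and 100% = median of positive control wells; inhibitors cause a drop in the FAM fluorescence signal; in these data hits start at about 50%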
Numbers without * were called inactive; u = inconclusive; x = not tested or not shown; & = joins results of further samples; [ ] = another dose, or the depositor's remark.

SMILES | RAD52 anneal inh | miR122 inh | Cneo AK release | E-sel inducer | PGC1a acetyl inh | PglD DTNB | ERAP1 inh | RAD54 inh
COc1ccc(-c2csc(C(O)c3ccc(F)c(F)c3)n2)cn1 (configuration not stated) | -3 | -4 | -15 | -0.1 | -7 | -1 | 0 | 2
COc1ccc(NC(=O)CSc2nc(O)cc(=O)n2-c2ccccc2)cc1 | -23 | 7 | 2 | -0.1 | 4 | 0 | -2 | 6
CC(=O)N1CCN(S(=O)(=O)c2cccc(C(=O)OCC(=O)N(Cc3ccccc3)C(C)(C)C)c2)CC1 | -16 | 0 | 2 | -0.4 | -2 | 0 | 1 | -4
CCCC[C@@H]1CNCCN1CC1(c2ccccc2)CC1 | -19 | x | -2 | -0.2 | x | 7 | 1 | -11
CCc1c(C2(O)CCCCC2)[nH]c2ccc(C#N)cc12 | -10 | 7 | 27 | 0.8 | 5 | 5 | 7 | -21
c1ccc(CCCc2nc(-c3cccnc3)no2)cc1 | -15 | -4 | 2 | x | -16 | -4 | -1 | -4
COc1ccc(NC(=O)CCN2C(=O)[C@@H]3[C@H](C2=O)[C@H]2C=C[C@@H]3C2)cc1 | -14 | x | 0 | 1.6 | 0 | 3 | -2 | -7
O=C(c1cccnc1)N1C[C@H]2[C@@H](c3ccccc31)[C@@H](CO)N2C(=O)C1CCOCC1 | 8 | -12[16.7 µM] | -8 | 1.0 | 1 | 3 | -3 | 4
CC(=O)N1[C@H](CO)[C@H](c2ccccc2)[C@@H]1CN(CC(C)C)C(=O)c1ccccn1 | -30 | 42[16.7 µM] | -7 | 0.1 | -1 | -3 | x | -4
CC(C)(C)n1nc2c(c1NC(=O)Cc1ccccc1)CS(=O)(=O)C2 | -14 | -5 | 8 | -2.3 | 2 | 0 | 0 | -2
CCC(=O)N1[C@H](CO)[C@@H]2c3ccccc3N(C(=O)c3cccc(OC)c3)C[C@@H]21 | x | 21[16.7 µM] | -3 | -0.3 | -7 | 2 | x | 2
Cc1ncsc1CCC(=O)N1CCCC(Nc2ccc(F)c(F)c2)C1 (configuration not stated) | -14 | -1 | 3 | 0.6 | -3 | 1 | -1 | 0
C[C@H](C(=O)N(C)C[C@H]1OCc2ccccc2-c2c(n(C)c3ccccc23)C(=O)N([C@@H](C)CO)C[C@H]1C)c1ccccc1 | 20 | x | x | 0.2 | -2 | x | -7 | x
COCCN1Cc2cccc(C(=O)Nc3ccc(-c4nc5ccccc5[nH]4)cc3)c2C1=O | x | -2 | -9 | -1.9 | 6 | -7 | x | 6
CC(=O)N(C)C[C@H]1Oc2ncc(-c3ccc(F)cc3)cc2C(=O)N([C@@H](C)CO)C[C@H]1C | -6 | 3[16.7 µM] | 5 | 0.5 | 6 | -2 | 0 | 1
COc1ccc(Br)cc1C(=O)N/N=C/c1ccc2c(c1)n(C)c(=O)n2C | -15 | -20 | -1 | x | x | -1 | 3 | -1
C[C@@H]1CN([C@@H](C)CO)S(=O)(=O)c2ccc(C#CC3CC3)cc2O[C@H]1CN(C)Cc1ccccc1F | 3 | 2[16.7 µM] | 3 | -0.3 | 5 | -1 | -1 | -3
O=C(C[C@@H]1CC[C@H](NC(=O)c2ccncc2)[C@@H](CO)O1)Nc1ccc(-c2ccccc2)cc1 | -21 | x | x | 0.7 | 5 | x | 1 | x
COc1ccc(C(=O)Nc2ccc3c(c2)C(=O)N(C)C[C@H](OC)[C@H](C)CN[C@H](C)CO3)cc1 | -3 | -7[16.7 µM] | -1 | -0.1 | 2 | 8 | 2 | 11
O=C(C[C@@H]1CC[C@@H]2[C@H](COC[C@@H](O)CN2Cc2ccccc2)O1)NCc1ccccc1Cl | 2 | 2[16.7 µM] | 2 | 0.0 | -8 | -1 | -4 | 2
CCOC(=O)c1cnc(SCc2ccc(C)cc2)nc1N | x | -3 | 2 | x | -3 | 1 | x | 2
COc1ccc(S(=O)(=O)N2CC(C)N(C(=O)N(C)C)C2C)cc1 (configuration not stated) | 7 | -2 | 1 | 0.0 | -4 | -2 | 1 | -5
O=C(NC1CCCC1)C(c1ccc(F)cc1)N(C(=O)c1csnn1)C1CC1 (configuration not stated) | -1 | x | -1 | x | x | 2 | 2 | -3
COC(=O)c1ccc(NC(=O)c2ccc3c(c2)C(=O)N(C)C3=O)cc1 | -16 | -2 | -1 | -0.2 | x | -4 | 1 | -7
Nc1nnc(-c2cccc(Cl)c2Cl)c(N)n1 | -5 | -4 | -1 | -0.1 | x | -2 | -2 | 4
COC(=O)c1ccccc1NC(=O)CN(Cc1ccccc1)S(C)(=O)=O | x | 1 | 2 | x | -10 | 3 | x | -2
CN(C)C(CNC(=O)C1CCN(S(=O)(=O)c2cc(Cl)ccc2Cl)CC1)Cc1ccccc1 (configuration not stated) | -15 | -2 | -2 | x | 0 | 1 | -4 | -2
C[C@@H]1CCCCO[C@H](CN(C)C(=O)Nc2ccc(C(F)(F)F)cc2)[C@H](C)CN([C@@H](C)CO)C(=O)c2cc(NC(=O)Nc3ccccc3)ccc2O1 | 13 | -2[16.7 µM] | -1 | 0.1 | 3 | 1 | 0 | -6
Cc1ccc(OCC(=O)N/N=C\c2ccc(C)o2)c(C)c1 | -9 | -3 | -1 | -3.3 | 29 | -1 | -4 | 5
C=CCOc1ccc(C2/C(=C(\O)c3ccc4c(c3)OCCO4)C(=O)C(=O)N2CCCN2CCOCC2)cc1 (configuration not stated) | -36 | -9 | -2 | x | -5 | -4 | 1 | -6
O=C(c1ccc(F)cc1)N1CCN(c2ncccn2)CC1 | x | -8 | 1 | x | -2 | 3 | x | -16
Cc1noc(C)c1S(=O)(=O)Nc1cccc2c1O[C@H](CN(C)S(=O)(=O)c1cccs1)[C@H](C)CN([C@H](C)CO)C2=O | -12 | -5[16.7 µM] | 1 | -0.1 | 1 | -5 | 0 | -1
O=C1CCCN1CN1CCCCC1 | x | -6 | -2 | x | -17 | -2 | x | 2
O=C(c1cccs1)N1C[C@H](n2cc(C3CC3)nn2)[C@@H](O)C[C@@H]1c1ccc(Cl)cc1 | -13 | -3 | -1 | -0.7 | -13 | -4 | 3 | 2
COc1ccc(NC(=O)N(C)C[C@H]2Oc3cc(-c4cccc(C(=O)N(C)C)c4)ccc3S(=O)(=O)N([C@H](C)CO)C[C@H]2C)cc1 | -2 | 20[16.7 µM] | 2 | -0.4 | 4 | -1 | 2 | 2
C[C@@H]1CN([C@@H](C)CO)C(=O)c2cc(NC(=O)Nc3ccccc3)ccc2O[C@@H]1CN(C)S(C)(=O)=O | -4 | 4[16.7 µM] | -2 | 0.3 | 4 | 1 | 1 | 10
CN(C)CC(=O)Nc1ccc2c(c1)[C@@H]1C[C@H](CC(=O)NCC3CC3)O[C@H](CO)[C@@H]1O2 | -5 | 4[16.7 µM] | -2 | 0.1 | 6 | -2 | 7 | -3
C[C@H](CO)N1C[C@H](C)[C@H](CN(C)S(=O)(=O)c2ccc(F)cc2)Oc2ccc(NC(=O)Cc3ccccc3)cc2CC1=O | 1 | -5[16.7 µM] | -1 | 0.0 | 2 | -1 | 0 | -6
CN1CCn2c1nc(N1CCCCC1)nc2=O | x | 0 | -1 | x | 4 | -3 | x | -3
COc1ccc(C(=O)Sc2nncc3ccccc23)cc1 | 3 | -1 | x | x | u | x | 1 | x
O=C(Oc1cccnc1)c1cc(S(=O)(=O)N2CCOCC2)ccc1Cl | -4 | -1 | -1 | x | 4 | 2 | 2 | -1
O=C(OCC(=O)N1CCN(S(=O)(=O)c2ccc(Cl)cc2)CC1)C1CCC1 | -3 | -6 | 3 | x | 2 | -2 | 5 | -13
COc1ccc(-c2ccc3c(c2)[C@@H]2[C@@H](CCN2S(=O)(=O)c2ccc(F)cc2)[C@@H](CO)N3C)cc1 | 90* | x | x | 0.1 | -19 | x | -2 | x
COc1ccc(NC(=O)Nc2ccc3c(c2)[C@H]2C[C@H](CC(=O)N4CCc5ccccc5C4)O[C@@H](CO)[C@H]2O3)cc1 | -16 | -5[16.7 µM] | -4 | 0.0 | 4 | 1 | 0 | 3
CC1(C(=O)NS(=O)(=O)c2cccc(F)c2)CCN1C(=O)Cc1ccc(Cl)cc1Cl (configuration not stated) | -5 | -9 | -1 | 0.8 | 17 | 3 | 4 | 8
Nc1cc(=O)nc(SCC(=O)NC2CCCCC2)n1-c1ccccc1 | x | 10 | 0 | x | 10 | 1 | x | -4
O=C1C=C(c2ccc(F)cc2OCc2ccccc2)C[C@@H](c2ccc(F)cc2)C1 | 1 | -1 | -3 | -0.2 | -8 | 10 | 3 | -3
CC(=O)OCCN(CCCn1c(-c2ccncc2)nc2ccccc21)c1nc(CN2CCCCC2)cs1 | 11 | 0 | 1 | x | 13 | 1 | -7 | 2

Retrieved one by one from the list above:
SMILES | RAD52 anneal inh | miR122 inh | Cneo AK release | E-sel inducer | PGC1a acetyl inh | PglD DTNB | ERAP1 inh | RAD54 inh
O=C(C[C@@H]1CC[C@@H]2[C@H](COC[C@@H](O)CN2Cc2ccccc2)O1)NCc1ccccc1Cl | 2 | 2[16.7 µM] | 2 | 0.0 | -8 | -1 | -4 | 2
C[C@@H]1CN([C@@H](C)CO)S(=O)(=O)c2ccc(C#CC3CC3)cc2O[C@H]1CN(C)Cc1ccccc1F | 3 | 2[16.7 µM] | 3 | -0.3 | 5 | -1 | -1 | -3

Remaining list, next part:
SMILES | RAD52 anneal inh | miR122 inh | Cneo AK release | E-sel inducer | PGC1a acetyl inh | PglD DTNB | ERAP1 inh | RAD54 inh
Cc1cccc(N2CCN(c3nc4ccc(Cl)cc4n4cnnc34)CC2)c1C | -1 | -1 | 0 | 152* | 7 | x | -3 | 0
COc1ccc(/C=N/n2cnnc2)cc1Oc1nc(Cl)ncc1F | 4 | -3 | 12 | 2.4 | -4 | 4 | -1 | -5
Cc1cc(OCC(=O)NCC(C)C)cc(C)c1Br | x | -5 | 0 | x | -2 | 0 | x | 6
CN1CCN(C(=O)C2=C[C@@H](c3csc4ccccc34)C[C@@H](OCc3ccc(CO)cc3)O2)CC1 | -46 | -6 | 1 | 0.0 | 7 | -1 | 2 | 7
O=C1CC(=O)N(c2cccc(F)c2)N1 | -26 | 1 | x | x | 0 | x | 2 | x
COc1cc(C(CCN2CCCC2)c2c(OC)cc(OC)c3ccc(=O)oc23)cc(OC)c1OC (configuration not stated) | 4 | 0 | 2 | -0.2 | -8 | 6 | -3 | 4
CCCNC(=O)N1C[C@H](O)COC[C@@H]2O[C@@H](CC(=O)NCCCN3CCOCC3)CC[C@H]21 | 6&-7 | 3[16.7 µM] | 43 | -0.1&1.7 | 14 | 14 | -6 | 9
CC(OC(=O)c1cccc(S(=O)(=O)N2CCCCCC2)c1)C(=O)Nc1ccc(S(N)(=O)=O)cc1 (configuration not stated) | -3 | 1 | -1 | x | 13 | 0 | 5 | -6
O=C(Cn1c(=O)c2cccn2c2ccccc21)NCCc1ccc(Cl)cc1 | 2 | 6 | 0 | 0.8 | x | 1 | 1 | 8
COC(=O)/C=C/C1=CN(Cc2ccccc2)CCC1=O | -13 | 5 | -4 | 0.1 | 5 | -3 | 4 | -5
C/C(=N\N1CCCCC1)c1ccccc1O | 6 | -5 | 3 | x | 0 | 3 | -4 | -9
COc1ccc(C2CC(C(F)(F)F)n3nc(C(=O)NCCCn4ccnc4)cc3N2)cc1OC (configuration not stated) | x | -3 | -1 | x | 6 | -2 | x | -2

No enrichment for hits, and some 1.4% of all compounds hit somewhere here.
